# POLB inh: inhibitors of human DNA polymerase beta. hit rate 1.3% among 340,000. Potency, µM (highest dose often 114 µM), for inactives: top-dose activity change, negative = inhibition, hits mostly inhibitors. AID 485314. Pol beta primer extension/strand displacement, fluorescence kinetic; also: potency is read from the fitted curve at half-maximal effect; % is scaled to controls: 0 for no effect and ±100 for the full control effect
#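 Kinetic readout of DNA synthesis with strand displacement by Pol beta. Compound and 10 nM enzyme sit 15 min at room temperature; 50 nM substrate starts the reaction, read immediately and at 10 min.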
# 12-LOX inh: blocks human arachidonate 12S-lipoxygenase. Potency, µM (titrated, usually from 108 µM), inactives show top-dose activity change, negative = inhibition, actives largely listed as inhibitors. AID 1671190. hit rate 1.1% among 580,000. purified 12hLO, xylenol orange hydroperoxide absorbance. P18054; also: potency is read from the fitted curve at half-maximal effect; % is scaled to controls: 0 for no effect and ±100 for the full control effect
#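 Hydroperoxide product was detected by ferrous iron/xylenol orange as the 573 to 405 nm absorbance ratio. Arachidonic acid at 40 uM (final) was turned over for 30 min at room temperature by 150 nM human 12hLO, pH 7.0 Hepes buffer, after 15 min compound preincubation.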
# Anesthetic bind: binds horse apoferritin like a general anesthetic; P02791; apoferritin/1-aminoanthracene competitive binding, fluorescence; Potency, µM (highest dose often 77.5 µM), for inactives: at the highest dose activity change, negative = displacement, actives largely listed as inhibitors; hit rate 0.074% among 350,000; AID 485281; also: potency is read from the fitted curve at half-maximal effect; % is scaled to controls: 0 for no effect and ±100 for the full control effect; nearly all actives have a fitted effect of over 20% in size
#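 Horse-spleen apoferritin (10 uM) in 50% saturated 1-aminoanthracene in PBS was incubated 10 min at room temperature with compound. Fluorescence (ex 380, em 535 nm) was normalized to free and bound 1-AMA, with concentration-response fitted by a four-parameter Hill equation.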
# ERG-DNA inh: inhibitors of human ERG Ets domain-DNA interaction; fluorescence polarization, His-ERG Ets domain / labelled DNA; Potency, µM (highest dose often 76.9 µM), without a hit: at the highest dose FP activity, negative = inhibition, most hits filed as inhibitors; AID 624246; P11308; hit rate 0.028% among 370,000; active = well fitted inhibition curve with a large enough effect in the polarisation, with a control signal flat; inconclusive = small, poorly fitted or top-dose-only effect, or effect the other way, or a change in a side signal; inactive = no such curve, though single readings can be large or run the other way; the % refers to the polarisation;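 also: polarization taken with two DNA probes labelled with fluorescein and Texas red; potency is read from the fitted curve at half-maximal effect; % of control where 0% means no effect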
#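 His-tagged ERG Ets domain (1 uM in the protein solution; 300mM KCl, 50mM Tris-HCl, 1mM EDTA, 1mM DTT, pH 7.5) received compound, then a probe mix of 5 nM fluorescein-DNA and 100nM Texas-615-DNA. Fluorescence polarization was read for both dyes.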
# BLM helicase inh: Bloom syndrome helicase (human) inhibition; AID 2528; hit rate 0.2% among 350,000; P54132; recombinant BLM DNA unwinding, fluorescence dequenching; Potency, µM (doses to about 56.1 µM), for inactives: at the top dose activity change, negative = inhibition, usual class: inhibitors;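 also: potency is read from the fitted curve at half-maximal effect; plate controls were vehicle for no effect and no enzyme for full effect; nearly all actives have a fitted effect of over 35% in size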
# Target sequence (P54132 whole entry, looked up): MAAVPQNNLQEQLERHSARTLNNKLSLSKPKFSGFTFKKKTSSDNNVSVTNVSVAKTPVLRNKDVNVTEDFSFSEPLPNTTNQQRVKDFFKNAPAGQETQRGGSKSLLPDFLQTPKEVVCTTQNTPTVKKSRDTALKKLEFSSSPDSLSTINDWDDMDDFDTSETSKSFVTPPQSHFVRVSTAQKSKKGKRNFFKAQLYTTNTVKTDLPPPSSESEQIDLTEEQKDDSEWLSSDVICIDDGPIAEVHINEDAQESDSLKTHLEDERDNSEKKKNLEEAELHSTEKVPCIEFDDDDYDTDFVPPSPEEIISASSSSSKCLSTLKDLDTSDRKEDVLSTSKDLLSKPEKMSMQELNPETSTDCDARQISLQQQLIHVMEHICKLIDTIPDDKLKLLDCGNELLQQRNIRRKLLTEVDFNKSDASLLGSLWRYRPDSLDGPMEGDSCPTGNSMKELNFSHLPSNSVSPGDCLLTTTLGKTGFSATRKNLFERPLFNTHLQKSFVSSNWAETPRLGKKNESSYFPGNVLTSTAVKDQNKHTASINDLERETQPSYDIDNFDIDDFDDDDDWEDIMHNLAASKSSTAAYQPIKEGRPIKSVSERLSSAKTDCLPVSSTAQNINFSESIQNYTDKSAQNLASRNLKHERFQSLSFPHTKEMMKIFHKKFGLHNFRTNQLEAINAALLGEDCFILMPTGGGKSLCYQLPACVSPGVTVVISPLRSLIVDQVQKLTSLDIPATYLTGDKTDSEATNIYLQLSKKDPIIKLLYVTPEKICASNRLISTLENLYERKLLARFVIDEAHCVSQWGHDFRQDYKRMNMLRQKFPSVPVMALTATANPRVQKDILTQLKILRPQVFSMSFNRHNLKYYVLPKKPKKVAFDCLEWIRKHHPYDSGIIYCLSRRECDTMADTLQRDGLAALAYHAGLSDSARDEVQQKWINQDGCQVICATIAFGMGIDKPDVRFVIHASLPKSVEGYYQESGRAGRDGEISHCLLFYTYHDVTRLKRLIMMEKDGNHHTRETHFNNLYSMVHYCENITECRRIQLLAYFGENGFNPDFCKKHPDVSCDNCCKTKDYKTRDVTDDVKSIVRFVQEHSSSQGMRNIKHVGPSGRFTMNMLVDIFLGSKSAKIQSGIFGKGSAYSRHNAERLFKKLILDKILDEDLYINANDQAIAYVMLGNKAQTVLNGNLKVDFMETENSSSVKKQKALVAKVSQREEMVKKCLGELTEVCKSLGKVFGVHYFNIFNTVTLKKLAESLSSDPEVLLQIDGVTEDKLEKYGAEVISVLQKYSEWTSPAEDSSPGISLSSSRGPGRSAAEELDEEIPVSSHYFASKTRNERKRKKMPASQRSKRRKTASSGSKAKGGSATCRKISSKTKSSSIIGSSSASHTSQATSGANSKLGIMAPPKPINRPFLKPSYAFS
# POLK inh: blocks human DNA polymerase kappa activity; Q9UBT6; Potency, µM (titrated, usually from 107 µM), for inactives: at the highest dose activity, negative = inhibition, actives largely listed as inhibitors; purified Pol kappa, fluorescent DNA synthesis assay, 10 min; hit rate 0.53% among 400,000; also: potency is read from the fitted curve at half-maximal effect; % is scaled to controls: 0 for no effect and ±100 for the full control effect
#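 50 nM final substrate added after 15 min RT preincubation of 10 nM Pol kappa with compound; fluorescence read at 0 and 10 min.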
# TRHR agonist: activates the human TRH receptor | hit rate 0.18% among 360,000 | activation, % at 2 µM | TRHR cells, calcium flux fluo-8, FDSS agonist mode; in the data active = activation above about 30%; also: 0% is about no effect
#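 Agonist-mode FDSS calcium read (Ex 480/Em 530, 1 s cycles) in 1536-well TRHR cells with fluo-8 dye, after 10-cycle baseline and 23 nL compound addition; TRH at EC20 (10 nM final) added afterwards for the enhancer phase.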
# Pol iota inh: inhibitors of human DNA polymerase iota. hit rate 1% among 390,000. Pol iota fluorescent replication assay, 10 min. Potency, µM (top dose mostly 115 µM), for inactives: at the highest dose activity, negative = inhibition, usual class: inhibitors. Q9UNA4. AID 588590; also: potency is read from the fitted curve at half-maximal effect
#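 Fluorescent replication assay read twice, at 0 min and 10 min after adding 50 nM (final) substrate. Enzyme (10 nM) and compounds were first incubated 15 min at room temperature; enzyme-free buffer wells were negative controls.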
# APEX1 inh: inhibitors of human APE1 endonuclease; recombinant APE1, TAMRA/BHQ-2 abasic DNA cleavage fluorescence; Potency, µM (doses to about 65.8 µM), for inactives: at the highest dose activity change, negative = inhibition, usual class: inhibitors; hit rate 0.35% among 350,000; AID 2517;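 also: potency is read from the fitted curve at half-maximal effect; plate controls were vehicle for no effect and reference inhibitor for full effect; nearly all actives have a fitted effect of over 55% in size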
#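 Quantitative HTS: incision of a TAMRA/BHQ-2 double-stranded substrate bearing a tetrahydrofuran abasic site by 0.75 nM APE1 raises fluorescence. Substrate 50 nM final, added after 15 min compound preincubation at room temperature; progress as third-minus-first kinetic read difference.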
# * hit, by the source's call; i = inactive; ? = inconclusive; nt = not tested or not shown; & = joins results of further samples; [ ] = dose if it differs, or a comment. Unless noted, calls follow the shape of the dose curve; as a rule, active = well fitted curve in the direction sought with a large enough effect; inconclusive = small, poorly fitted or top-dose-only effect, or another doubt; inactive = no such curve, though single readings can be large; an effect the other way counts as inactive or inconclusive. The list is partial. The share of hits here may be higher or lower than overall.
structure	12-LOX inh	Pol iota inh	TRHR agonist	Anesthetic bind	BLM helicase inh	POLB inh	ERG-DNA inh	APEX1 inh	POLK inh
COc1ccc2cc(C(=O)/C=C/c3cc(OC)c(O)c(OC)c3)ccc2c1	?	?	14	-17%	-9%	-9%	63%[activator]	14%	-21%
COC(=O)C1C(=O)CC(C)(O)C(C(=O)OC)C1/C=C/c1ccccc1 (stereo not drawn)	14%	-1%	0.0	-6%	-2%	30%	0%	13%	-7%
O=C(CCc1nnc2n(Cc3ccccc3Cl)c(=O)c3ccccc3n12)NCCCN1CCOCC1	5%	-2%	-0.7	-10%	-6%	1%	13%	31%[activator]	2%
Cc1ccc(Nc2nnc(C)c(=O)[nH]2)cc1	17%	33%[activator]	0.6	-1%	2%	-4%	-6%	-2%	-9%
COc1cc(C(=O)Nc2ccccc2SCc2cc(=O)n3nc(C)sc3n2)cc(OC)c1OC	1%	19%	-0.7	1%	-5%	1%	10%	57%[activator]	2%
CCCCn1c(N)c(N(CC(C)C)C(=O)c2cccc(S(=O)(=O)N3CC(C)OC(C)C3)c2)c(=O)[nH]c1=O (stereo not drawn)	-3%	49%[activator]	0.1	nt	nt	nt	-3%	-4%	5%
CC(C)Oc1ccc(OCCSc2nc3ccccc3n2CC(=O)O)cc1	11%	-9%	0.0	-5%	-8%	-13%	-16%	15%	-6%
Cc1cc(C)n(C(=O)c2ccc(Cn3nc(C)c(Br)c3C)o2)n1	-17%	45%[activator]	-0.5	-2%	0%	2%	-7%	2%	-7%
Cc1nn(C(C)C(=O)NC2C(=O)N3C(C(=O)O)=C(CSc4nnnn4C)CSC23)cc1Cl (stereo not drawn)	0%	16µM*	-2.4	0%	-3%	25µM*	-2%	-10%	?
CCCn1nc(NC(=O)c2ccco2)c2cc3ccc(C)cc3nc21	-5%	-15%	-1.0	94%[activator]	-12%	-27%	-3%	-5%	-16%
COc1ccccc1NC(=O)CSc1nnc(Cc2cccn2C)n1CCc1ccccc1	12%	-14%[58.9 µM]	0.1	-19%	-6%	10%	3%	-4%	-11%
Cc1cccn2c(=O)c(C(=O)NCCCN3CCCCC3C)c(O)nc12 (stereo not drawn)	-20%&-1%	11%&11%	0.5&0.0	-6%&8%	-7%&-7%	4%&6%	-1%&5%	6%	4%&-8%
COc1cccc(NC(=O)CSCC(=O)Nc2ccccc2)c1	-7%	6%	-0.1	-11%	-4%	15%	-15%	10%	-15%
Cc1ccc(NC(=O)/C(=C/c2cccc([N+](=O)[O-])c2)NC(=O)C2CCCCC2)c(C)c1	-8%[57.4 µM]	8%	-1.1	-2%	-3%	1%	nt	1%	-3%
O=C(Nc1cccc(NC(=O)C2CCCO2)c1)C1CCCO1 (stereo not drawn)	-1%	-15%	0.3	-1%	-2%	50%	18%	33%	-21%
O=C(O)CCCC(=O)OCCc1cc2ccccc2c(=O)o1	?	2%	nt	nt	nt	nt	-2%	-5%	2%
CC1CC(=O)NC(=O)N1Cc1ccccc1 (stereo not drawn)	6%	27%	nt	nt	nt	nt	-10%	nt	7%
COc1ccc(NC(=O)c2cccc(-c3ccc(O)cc3)c2)cn1	-28%	11%	2.5	10%	-7%	4%	-3%	-1%	-6%
CCOc1ccc(NC(=O)CN(C)c2ccc(S(=O)(=O)N(C(C)C)C(C)C)cn2)cc1OCC	109%[activator]	22%	-0.8	-21%	-2%	-3%	6%	3%	-5%
NC(=O)SC/C(=N\S(=O)(=O)c1ccccc1)Nc1ccccc1	-5%[57.4 µM]	19%	0.0	-9%	-3%	11%	nt	16%	-2%
CCc1ccc(NC(=O)CCc2ccc(CC)o2)cc1	-35%	8%	-0.4	-18%	-8%	27%	13%	0%	7%
Cc1ccc(OCCOCCN2CCCCC2)c([N+](=O)[O-])c1	?	87%[activator]	0.0	-9%	42%[activator]	11%	1%	6%	-6%
O=C1NN(c2ccc(F)cc2)C(=O)/C1=C\c1cnn(-c2ccccc2)c1	-19%	nt	0.5	1%	-1%	-3%	nt	3%	nt
O=C(CN1C(=O)C2C3C=CC(C3)C2C1=O)Nc1cccc2c1CCCC2 (stereo not drawn)	23%	2%	0.3	-18%	-2%	28%	-8%	9%	-13%
CCOC(=O)c1cccc(S(=O)(=O)N2CCOCC2)c1	-1%	92%[activator]	0.4	1%	1%	1%	8%	-4%	6%
CCCCn1c(N)c(N(CC(C)C)C(=O)CC2CCCC2)c(=O)[nH]c1=O	9%	19%	0.2	nt	nt	nt	18%	39%	-3%
Cc1ccccc1CNS(=O)(=O)c1ccc2c(c1)C(C)(C)C(=O)N2C	0%	9%	-0.6	1%	-2%	-15%	6%	-15%	-11%
CCOC(=O)C1C(c2cccs2)NC(=O)NC1(O)C(F)(F)F (stereo not drawn)	7%	?	0.2	-19%	2%	18%	nt	-6%	-3%
CC(C)C(=O)Nc1nnc(Sc2ccc(N(C)C)cc2)s1	?	?	0.3	-5%	-5%	-17%	-7%	-2%	-4%
O=C(O)CCN1C(=O)/C(=C\c2cccc(OCC(=O)Nc3ccc(Cl)cc3)c2)SC1=S	?	?	-0.7	-12%	?	56µM*	6%	-5%	?
Nc1ncc(-n2cncn2)c(-c2ccccc2)n1	?	75%[activator]	0.5	-4%	-1%	8%	0%	0%	-1%
CCOC(=O)CC(NC(=O)c1cc2cc(Cl)ccc2oc1=O)c1ccc(C)cc1 (stereo not drawn)	4%&-13%	?	-0.3	-7%	-1%	2%	-1%	nt	-12%
O=C(NCc1ccccc1Cl)c1cnc2ccccc2n1	1%	80%[activator]	-1.3	2%	-2%	7%	-8%	10%	-10%
NS(=O)(=O)c1ccc(-n2cccc2C=O)cc1	0%	179%[activator]	-0.2	-3%	-2%	19%	-6%	14%	-6%
CC(O)CN(CC(C)O)c1ccc2c(c1)Cc1cc([N+](=O)[O-])ccc1-2 (stereo not drawn)	0%	-2%	nt	nt	nt	nt	51%[activator]	nt	-8%
CC(C)OC(=O)c1nnn(-c2nonc2N)c1CN1CCc2ccccc2C1	-2%	11%	nt	-21%	-9%	18%	nt	1%	-9%
COc1cc2cnc(-c3ccccc3)c(C(=O)c3ccc(F)cc3)c2cc1OC	1%	-2%	-0.6	nt	nt	nt	8%	-10%	-4%
COc1cc(OC)cc(C(=O)NCCc2csc(-c3ccc(C(F)(F)F)cc3)n2)c1	0%	-18%	0.2	-23%	-9%	-2%	-7%	nt	-5%[60.1 µM]
COC(=O)C1CCN(S(=O)(=O)CCNC(=O)c2cccc(OC)c2)CC1	-10%	14%	-0.4	nt	nt	nt	nt	6%	-3%
Cc1cc2c(cc1S(=O)(=O)NCc1ccc(Cl)cc1)OCC(=O)N2	39%[activator]	13%	0.1	-13%	-2%	-23%	1%	42%[activator]	-1%
CN(Cc1ccccn1)C(=O)CC1C(=O)NCCN1Cc1cccc(Oc2ccccc2)c1 (stereo not drawn)	-10%	-24%	-0.1	-10%	-3%	4%	17%	-4%	-5%
O=C(O)/C=C\c1ccccc1Oc1cccc(Cl)c1	?	13%	-1.9	-8%	3%	-12%	-11%	4%	-6%
COc1ccc(-c2nc3cnc(Nc4cccc(OC)c4)nc3n(CCC#N)c2=O)cc1	0%	nt	nt	nt	-4%	nt	nt	0%	-6%[60.1 µM]
CCC(CC)COC(=O)C1=C(C)NC(=O)NC1c1ccc([N+](=O)[O-])cc1 (stereo not drawn)	?	14%	-0.7	?	-6%	-1%	-2%	2%	-4%
Cc1cccc2cc(COC(=O)C(C)(C)C)c(=O)[nH]c12	?	?	-1.5	0%	2%	-2%	-4%	1%	-1%
Cc1ccc(S(=O)(=O)c2cn(Cc3ccccc3F)c3cc4c(cc3c2=O)OCO4)cc1	?	4%	-1.6	3%	-3%	0%	7%	nt	1%
O=C(Nc1ccon1)c1sc2ccccc2c1Cl	9%&10%	?	-0.7	-13%	0%	-14%	5%	-3%	-9%
CC1Cc2ccccc2N1C(=O)CSc1nnc(-c2ccc(S(=O)(=O)N3CCCC3)cc2)n1C (stereo not drawn)	-6%	20%	-1.2	-14%	-7%	17%	-2%	-2%	-9%
CCCOC(=O)C1C2C=C[C@]3(CN(CCc4ccccc4)C(=O)[C@H]13)O2 (stereo partly drawn)	-6%	8%	0.3	-16%	-3%	1%	-3%	-1%	-11%
COc1cccc(C(=O)O/N=C(\C)c2cnccn2)c1	6%	-7%	-0.4	-8%	-2%	17%	-4%	5%	1%
COc1ccccc1N1CCN(C(CNC(=O)c2ccc3c(c2)OCO3)c2cccnc2)CC1 (stereo not drawn)	i	2%	-0.3	-7%	1%	36%	5%	9%	-13%
COc1ccc(OCC(=O)Nc2ccc3c(c2)nc2n3CCSC2)cc1	5%	4%	-0.3	-17%	-5%	1%	-7%	18%	-9%
O=C1c2ccncc2C(=O)N1Cc1cccc(Cl)c1	?	2%	-0.7	?	6%	-3%	-18%	-1%	-44%
COc1cc(CCC(=O)Nc2ncc(C)s2)cc(OC)c1OC	-9%	9%	-0.3	-3%	2%	11%	-3%	28%	1%
O=C(Nc1ccc(C(=O)N2CCCCC2)cc1)c1cccs1	7%	146%[activator]	0.0	-7%	-6%	19%	15%	30%	0%
CCOC(=O)c1c(C)[nH]c(C(=O)COC(=O)c2ccccn2)c1C	8%	21%	0.4	-7%	-6%	43%[activator]	0%	-1%	-13%

# Assay outcomes: PubChem, National Center for Advancing Translational Sciences (NCATS)
